SKKanGAS inh – S. pyogenes SKKanGAS growth inhibitors in kanamycin, primary screen, streptokinase expression inhibitor project, SKKanGAS strain, BacTiter-Glo luminescence; 6 h; inhibition, % at 7.5 µM; hit rate 1.3% among 300,000; AID 1662, 2009;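 active means mean replicate score, as percent of positive control median, at least 50; inconclusive means mean below 50 but one replicate at or above 50; inactive means mean and every replicate below 50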;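 further: strain carries kanamycin resistance gene driven by streptokinase promoter and grows in 40 µg/ml kanamycin; loss of luminescence reflects streptokinase promoter inhibition or plain growth inhibition; 0% = median of DMSO wells and 100% = positive control at its reference dose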
AI-2 QS mod – Vibrio harveyi AI-2 quorum sensing modulators, primary screen, JMH597 strain, luminescence/OD600 ratio. Vibrio harveyi JMH597 AI-2 luminescence/OD600 ratio, 9 h; hits give low values; strain lacks LuxN and CqsS sensors; 0 = neutral-control median. activity change, % at 7.5 µM. hit rate 0.4% among 300,000. AID 2094, 2009; in the data active means activity change below about -75%, passing the limit was not always enough; inconclusive means no clear call, values can overlap the other calls;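 further: luminescence divided by OD600 gain over 9 h not by final OD600 alone; inactives centre near 13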
Platelet DG rel – inhibitors of platelet dense granule secretion, primary screen, cell-based, MLPCN, human platelets; human platelet-rich plasma, SFLLRN dense granule ATP release, luminescence; inhibition, %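 (compounds screened at 7.5 µM in platelet-rich plasma)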; hit rate 0.22% among 300,000;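 active means mean replicate score, as percent of positive control, at or above 50; inconclusive means mean below 50 but at least one replicate at or above 50; inactive means mean and every replicate below 50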
IEC-6 cytotox – cytotoxicity in IEC-6 intestinal epithelial cells, primary screen, cytotoxicity control for KLF5 inhibitor project, cell-based, luminescence; IEC-6 cytotoxicity, luminescence viability; inhibition, % at 5 µM; hit rate 0.78% among 290,000; in the data active means inhibition above about 22%;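 further: 0% = plate median of test compound wells and 100% = cytotoxic reference compound wells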
KLF5 inhibitor – KLF5 expression inhibitors, primary screen, DLD-1 cells, luminescence; DLD-1 KLF5 promoter-luciferase reporter; inhibition, % at 5 µM; hit rate 0.23% among 290,000; AID 1700, 2009;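 active means inhibition above a per-plate limit of that plate's mean compound inhibition plus 3 SD, cut at about 60% in these data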;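 further: 0% = DMSO wells and 100% = LY294002 at 200 µM; higher means less KLF5 promoter-driven luciferase light; inactives centre near -14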
HSP90 inh – HSP90 inhibitors, primary screen, cell lysate, luminescence; hit rate 0.91% among 290,000; inhibition, % at 5.6 µM; AID 1789, 2009; Rabbit reticulocyte lysate, luciferase refolding luminescence, 3 h; Heat shock protein HSP 90 (rabbit reticulocyte lysate; luciferase refolding);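 active means inhibition above the screen-wide mean plus 3 SD, computed separately per campaign, cut at about 16% in these data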;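 further: 0% = DMSO wells and 100% = 60 µM geldanamycin wells; inhibitors lower the luminescence because luciferase stays unfolded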
HSF-1 act – HSF-1 activators, primary screen, NIH3T3-HGL cells, MG132 stress, luminescence, single point; NIH3T3-HGL HSF-1 luciferase reporter, 8 h; 100% = twice DMSO control signal; activation, % at 9 µM; hit rate 1.7% among 300,000;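 active means mean replicate activation of at least 50% with a set share of replicates each reaching 50%; inconclusive means only one of those two conditions met; inactive means mean below 50% and too few replicates reaching it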;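 further: 0% = median of the neutral control wells and 100% = twice that signal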
HIF activator – HIF pathway transcriptional activators, primary screen, cell-based, U2OS HRE-luciferase, luminescence | U2OS HRE-luciferase reporter; normalized: DMSO 0%, desferrioxamine 100% | activation, % at 7.5 µM (by protocol) | hit rate 0.32% among 300,000;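 active means mean activation of at least 10% of the iron chelator positive control signal, with at least half of replicates also reaching 10%; inconclusive means mean and replicate majority disagree about reaching 10%; inactive means mean and most replicates under 10%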
aSyn UTR inh – MLPCN primary screen, SNCA 5' untranslated region; alpha-synuclein 5'UTR reporter, inhibitor activity; inhibition, % (tested at 7.5 µM); hit rate 0.82% among 300,000; in the data active means inhibition above about 60%; inconclusive means no clear call, values can overlap the other calls;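 further: H4 neuroglioblastoma cells stably carrying SNCA 5'UTR luciferase fusion; 0% = DMSO wells and 100% = positive control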
HSF1 inhib – HSF1 inhibitors in luciferase reporter cells, primary screen, cell-based, NIH3T3, luminescence | NIH3T3-HGL HSE-luciferase, MG132-induced, luminescence 8 h; hits give low values | activity change, negative = inhibition, % at 7.5 µM (by protocol) | hit rate 0.77% among 300,000 | AID 2098, 2009;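 active means more than half of replicate wells show activity change below -50%, luminescence cut by over half; inconclusive means some wells, but at most half, below -50%; inactive means no replicate well below -50%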;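 further: luciferase reports HSF-1 transcriptional activity via heat shock element; 0% = median of DMSO wells and -100% = zero luminescence signal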
Numbers without * were called inactive; ? = inconclusive; / = not tested or not shown.

SMILES	SKKanGAS inh	AI-2 QS mod	Platelet DG rel	IEC-6 cytotox	KLF5 inhibitor	HSP90 inh	HSF-1 act	HIF activator	aSyn UTR inh	HSF1 inhib
CCCN(C(=O)c1cn(CC)c2nc(C)ccc2c1=O)c1c(N)n(Cc2ccccc2)c(=O)[nH]c1=O	0	13	11	-1	-23	-1	-1	-0.6	7	-3
O=c1[nH]c2c(oc3ccccc32)c(=O)n1Cc1ccccc1	5	7	0	3	-23	0	1	1.6	-7	-1
Cc1cc(C)cc(NS(=O)(=O)c2ccc(NC(=O)c3ccccc3C(=O)O)cc2)c1	-10	32	-17	/	/	/	48	0.6	-23	14
Cc1nn(Cc2ccc(Cl)cc2)c(C)c1NC(=O)c1ccc([N+](=O)[O-])cc1	-1	14	13	-3	-22	2	-3	-0.6	21	-4
COc1ccc(N(CC(=O)Nc2cccnc2)S(=O)(=O)c2ccccc2)cc1Cl	3	18	33	8	-1	-2	-74	-0.6	6	?
CC(C)CN(C(=O)c1cc(=O)[nH]c2ccccc12)c1c(N)n(Cc2ccccc2)c(=O)[nH]c1=O	-7	0	3	/	/	/	-1	-0.7	12	-3
O=C(NCC1CC1)Nc1cccc(Cl)c1	-5	10	3	3	-11	1	-1	1.5	-54	-2
Cc1nnc(C)c2c(C)n(C(c3ccccc3)c3ccccc3)c(C)c12	0	9	3	-6	-20	3	-2	-0.1	-29	-2
CC(=O)c1c(C)[nH]c(C(=O)NCc2cccc(Cl)c2)c1C	-2	11	11	-4	-66	0	6	2.0	-29	-3
CCOC(=O)c1cc(-c2nnc(-c3ccc(Cl)cc3)o2)c(C)nc1C	-11	24	4	3	-15	-2	7	-0.2	7	7
CCOc1ccc(Nc2oc(-c3ccccc3Cl)nc2C#N)cc1	-4	15	-1	-1	-1	0	24	1.9	-16	10
COCCCn1c(C)cc(C(=O)COC(=O)CCc2nc3ccccc3c(=O)[nH]2)c1C	1	13	-1	-2	-6	4	-12	-0.4	-20	4
Cc1ccc(-c2nnc(CSc3nnc(C)s3)o2)cc1	8	22	2	-5	-23	-1	27	0.8	-79	6
Cc1cccc(CSc2cccc3cccnc23)c1	43	6	3	32*	-48	-1	288*	3.8	-103	232
O=C(Nc1ccc(F)cc1)c1ccc(S(=O)(=O)NCc2cccnc2)cc1	-1	3	-47	1	-30	0	-10	0.1	-35	-2
O=C(O)/C=C/C(=O)Nc1ccc(S(=O)(=O)N2CCCC2)cc1	4	22	-5	-5	-5	-3	-11	-0.1	2	-4
Cc1nn2c(=O)cc(CSc3ccccc3NC(=O)c3ccccc3F)nc2s1	-2	11	-2	2	-3	-4	-5	-0.2	-23	2
C/C(CC(=O)Nc1cc(Cl)ccc1C)=N\NC(=O)C(=O)N1CCCC1	-2	-13	2	11	-7	2	14	-0.1	0	18
CCN1CCN(c2nc3ccccc3nc2C(C#N)S(=O)(=O)c2ccc(C)c(C)c2)CC1 (stereo unspecified)	10	15	4	2	-31	-2	4	0.6	1	-4
CCCCC(=O)Nc1ccc(C(=O)N2CCN(c3ccccc3OC)CC2)cc1	-7	10	-9	-1	-45	5	-17	0.0	-40	4
CCOC(=O)c1sc(NC(=O)CNCc2cccnc2)c(C(=O)OCC)c1C	9	15	-2	-5	-18	-3	8	0.1	13	2
O=C(COc1ccc2c(c1)CCC2)NCc1cccc(Cl)c1	19	13	2	-2	-5	3	-17	-1.3	-5	5
Cc1c(C(=O)N2CCCCC2)oc2ccc(Br)cc12	-1	-2	3	/	/	/	44	4.9	-138	27
CNC(=O)Nc1nnc(C(C)(C)C)s1	17	8	-1	-8	-26	1	3	-27	-17	-5
COc1cccc(C(=O)Nc2cccc(NC(C)=O)c2)c1	1	18	11	0	-16	-1	29	0.5	-3	8
CCC(=O)N/N=C(\C)CC(=O)Nc1cccc([N+](=O)[O-])c1	-4	15	-79	-3	-13	-6	-6	0.3	1	-3
Cc1ccc(-c2nnc(N3CCC(C)CC3)c3ccccc23)cc1	10	2	6	-3	-15	-2	-1	0.1	10	6
CCOc1ccc(/C=C/C(=O)N(CC)CC(=O)Nc2ccc3c(c2)OCCO3)cc1OC	-8	37	0	/	/	/	-5	-0.2	17	3
Cc1ccc(C)n1-n1cnc2scc(-c3cccs3)c2c1=O	-3	12	-5	2	-27	3	6	-0.2	35	9
COc1ccccc1C1(CC(=O)O)CCOC(C)(C)C1 (stereo unspecified)	5	-8	-5	-4	-25	-1	-11	0.0	-15	0
Cn1c(NC(=O)c2cc(-c3ccc4c(c3)OCO4)nc3ccccc23)cc(=O)n(C)c1=O	5	22	8	2	-68	2	21	1.4	-43	6
CC(C)C(=O)NC(=S)Nc1c(Cl)ccc2nsnc12	10	8	1	-4	-11	-3	-35	0.1	17	-15
Cc1ccc(S(=O)(=O)N2CCCC(C(=O)NCCc3ccc4c(c3)OCO4)C2)cc1 (stereo unspecified)	-9	18	-20	-4	10	-4	-76	0.0	1	-68*
O=C(NC1CCCC1)c1ccc(Cl)c(S(=O)(=O)N2CCCCC2)c1	1	33	-3	3	-27	-1	-13	-1.3	1	-3
O=C(c1ccc2[nH]c(=O)c(=O)[nH]c2c1)N1CCN(Cc2ccccc2)CC1	-1	8	7	0	-5	-3	6	-0.5	-9	-3
Cc1cccc(NC(=O)Cn2c(=O)oc3ccccc32)n1	-2	12	8	5	-2	-1	3	0.6	-36	-1
OCc1nc(CO)n(Cc2ccccc2)n1	2	17	-7	-4	-14	-3	-1	0.0	-18	-1
CC12CCC(=O)N1C(C(=O)Nc1nnc(SCc3ccccc3F)s1)CS2 (stereo unspecified)	11	5	-3	-1	-22	-1	2	1.8	-10	4
Cc1nc2ccccc2n1Cc1n[nH]c(=S)n1-c1ccc(Cl)cc1	-3	-6	13	0	-34	-1	-9	0.0	1	-3
COc1ccc(C(CNc2ccc(S(C)(=O)=O)cc2[N+](=O)[O-])N(C)C)cc1OC (stereo unspecified)	0	18	2	0	-9	4	9	-0.2	-13	-3
COc1cc(C(=O)Nc2nc(N)n(-c3ccccc3)n2)cc(OC)c1OC	-4	30	1	5	-9	2	-4	0.1	-3	-10
COc1ccc(OC)c(N(CC(=O)N2CCN(c3cc(Cl)ccc3C)CC2)S(C)(=O)=O)c1	-3	11	9	6	-5	2	-3	-0.3	23	-9
CC(C)C(=O)Nc1ccc(N2CCN(C(=O)c3cccs3)CC2)cc1	0	30	5	1	-18	1	-9	0.0	-14	-6
Cc1cccc(C(=O)NNC(=O)CCCCC(=O)NNC(=O)c2cccc(C)c2)c1	-1	-1	-6	-10	-20	-4	26	-8.9	-1	4
COc1ccc(-c2nc(-c3ccc4c(c3)OCO4)[nH]c2-c2ccc(OC)cc2)cc1	55*	12	-3	3	-46	4	-14	0.3	3	-8
Oc1ccccc1C1=Nc2ccccc2N=C(c2cccs2)C1	27	22	4	-2	-21	-2	9	0.0	24	6
C/C(=N\NC(=O)c1cc2c(s1)CCC(C)C2)c1ccncc1 (stereo unspecified)	-8	21	-7	-3	-1	-3	14	0.3	-61	-7
Cc1ccnc(N2CCC(C(=O)Nc3cccc(C(F)(F)F)c3)CC2)n1	5	-9	11	5	11	4	2	-0.1	18	-3
CCOc1ccccc1OCCC(=O)OCC(=O)c1ccc[nH]1	0	14	-14	-11	-30	0	/	-0.2	5	/
Brc1c(NC2=NCCN2)ccc2nccnc12	2	9	-4	2	-22	0	-15	0.4	1	1
CC(C)CC1c2[nH]c3ccccc3c2CCN1C(=O)C1CCOCC1 (stereo unspecified)	-3	17	19	0	-41	-1	13	0.1	-46	2
CC(=O)Oc1ccc2nc(-c3ccc(Br)o3)oc(=O)c2c1	5	5	10	0	-13	-4	10	0.5	6	-6
Cc1ccc(N=Cc2ccc[nH]2)c(O)c1	10	13	-2	-4	4	3	-78	-3.2	-61	-76*
COc1cccc(CN(CC(=O)NC2CCCC2)C(=O)c2csnn2)c1	0	33	8	-4	-2	-1	1	-6.2	5	-6
CCN(C(=O)CSc1nnc(C)n1-c1ccccc1)C1CCS(=O)(=O)C1 (stereo unspecified)	-6	36	?	2	4	2	3	0.5	1	-2
CCOCCCN(C(=O)c1snc(C(N)=O)c1N)C(C(=O)NC1CCCC1)c1ccc(O)c(OC)c1 (stereo unspecified)	11	29	-5	4	-7	-3	-3	-41	4	-4
Cc1ccc(-c2nnc(Nc3ccc(O)cc3)c3ccccc23)cc1S(=O)(=O)NCCO	5	1	1	3	-11	2	21	-0.3	11	1
CCOC(=O)c1sc(NC(=O)CSc2nc(C)cc(C(F)(F)F)n2)c(C#N)c1C	5	17	-7	-3	-8	2	14	-0.2	-13	-2
O=C(O)c1c[nH]ccc1=O	6	16	5	-2	-19	1	-5	0.2	-2	0
O=C(c1ccc(COc2ccccc2Br)cc1)N1CCCCCC1	8	27	-2	-5	-48	0	32	0.3	-43	25
Next section
SMILES	SKKanGAS inh	AI-2 QS mod	Platelet DG rel	IEC-6 cytotox	KLF5 inhibitor	HSP90 inh	HSF-1 act	HIF activator	aSyn UTR inh	HSF1 inhib
CC(=O)N1CCc2cc(C(=O)CN3CCN(c4ccccc4F)CC3)ccc21	1	8	1	-8	-52	-3	-15	0.4	-13	-8
O=C(CNC(=O)c1ccccc1F)NCCCN1CCCC1=O	-12	13	6	/	/	/	11	0.3	0	5
COc1cc2c(cc1OC)C(COc1ccc(F)cc1)N(C(=O)c1ccco1)CC2 (stereo unspecified)	7	29	-1	-8	-16	8	6	-5.4	30	14
COc1ccc2c(c1)c(C(=O)CN1CCC3(CC1)OCCO3)c(C)n2C	-1	8	2	1	-16	2	-5	-0.2	3	4
CC(C)=CCCC1(C)C=Cc2c(ccc3c2[nH]c2cc(O)c(C)cc23)O1 (stereo unspecified)	112*	89	3	5	-26	4	1	0.6	-38	-1
CCOc1ccc(N/C(C)=C\C(=O)c2ccc3c(c2)OCCO3)cc1	22	13	2	-2	-16	0	25	1.5	-133	-1
CC1CCCN(C(=O)C2CCN(S(=O)(=O)c3cccc4cccnc34)CC2)C1 (stereo unspecified)	10	15	13	2	-15	0	-11	/	4	-7
CCOC(=O)c1sc2cc([N+](=O)[O-])cc(SCC(=O)OC)c2c1N	0	12	-10	3	-15	2	-1	-0.1	11	-6
Cc1cc(N2C(=O)c3ccc(C(=O)Nc4ccc(O)cc4C(=O)O)cc3C2=O)no1	0	2	-2	-3	-1	5	-3	0.1	7	1
CCSc1nnc(NC(=O)c2nn(C(C)C)c(=O)c3ccccc23)s1	4	19	-3	0	-26	4	6	-0.1	7	1

Screening results as filed in PubChem BioAssay.

No enrichment for hits. Share with any hit: about 6%.
